CFTR F508del cor: CFTR F508del correction in bronchial cells | CFBE cells, YFP halide quenching; stimulated with forskolin plus potentiator P3; % fluorescence drop versus neutral controls | activity (quench increase), % at 7.58 µM | AID 720511 | 0.36% of 350,000 active;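 active = mean added fluorescence quench of at least 8% versus neutral control, with both replicates also reaching 8%; inconclusive = only one of the mean or replicate conditions met; inactive = mean below 8% and not both replicates reaching 8%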;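 also: cells transiently co-express mutant CFTR-F508del with the halide-sensitive YFP; corrector assay measuring rescue of mutant channel to the surface after 24 h compound exposure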
EWS-Fli inh: EWS/Fli transcriptional activity inhibition | A673 NR0B1-luciferase reporter, viability-normalised | inhibition, % at 12.6 µM | 0.67% of 350,000 active;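 active = mean inhibition of at least 50% after viability correction, with every replicate also passing that limit; inconclusive = mean reaches 50% but only one of two replicates passes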;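 also: firefly luciferase signal divided by Alamar Blue viability fluorescence both relative to DMSO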
PAX8 inh HTS: lowers PAX8-driven luciferase in RMG-I cells; RMG-I TPO-luciferase reporter, SteadyGlo, 24 h; inhibition, % at 12.6 µM; 1.2% of 360,000 active; AID 652154;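 active = mean replicate inhibition at least 60% with every replicate also reaching 60%; inconclusive = only one of the two criteria is met; inactive = mean below 60% and not all replicates reaching 60%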;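 also: luciferase light reporting Pax8 driven TPO promoter activity; plate controls were median of neutral control wells for no effect and mitoxantrone controls for full effect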
FN deposit inh: fibronectin deposition inhibition | AH1F fibroblasts, Alexa488-fibronectin deposition fluorescence, overnight | inhibition, % at 12.6 µM | 0.086% of 350,000 active | AID 743247;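 active = mean inhibition across replicates of 30% or more, regardless of how many single replicates reach that level; inconclusive = mean under 30% yet at least half of replicates reach 30%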;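 also: positive control wells lacked labelled fibronectin entirely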
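Material: AH1F fibroblast monolayer depositing Alexa488-labelled fibronectin into matrix / Amount: 10000 AH1F cells per well / Signal: fluorescence 485/525 nm / Medium: DMEM, 2% serum / Compound: single dose, pinned / Incubation: 1 h cell adhesion before compound, then overnight fibronectin incubation / Reagent: Alexa488-FN, 24 nM final / Read-out: inhibition of fibronectin deposition signal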
INS-1E GSIS act: GLuc luminescence reporter in INS-1E cells, primary screen for activators of glucose-dependent secretion of insulin | 0.61% of 370,000 active | INS-1E GLuc reporter insulin secretion, 2-3 h | activation, % at 16.6 µM;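 active = lowest replicate activation of at least 40%, so every replicate reaches that level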;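 also: 0% = median of neutral control wells and 100% = median of IBMX positive control wells; some compounds called inactive have numbers as strong as hits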
miR-122 sensor: miR-122 inhibition in Huh7 cells | Huh7 miR-122 Renilla luciferase sensor, 48 h; neutral wells = 0, positive control = 100 | activation (reporter increase), % at 12.5 µM | 0.3% of 340,000 active | AID 602342;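 active = mean replicate activation score at least 90 and every replicate individually at or above 90; inconclusive = only one of the two criteria met; inactive = neither criterion met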;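 also: higher luciferase means less miR-122 activity so hits act as miR-122 inhibitors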
DENV2 CPE: protects cells from dengue virus 2 cytopathic effect | DENV2-infected cells, cytopathic effect rescue, plate reader | CPE inhibition, % at 9.99 µM | 1.7% of 350,000 active | AID 651640; in the data active = CPE inhibition above about 20%, passing the limit was not always enough; inconclusive = no clear call, values can overlap the other calls; tested in BHK-21 cells;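 also: 0% = median of neutral control wells and 100% = median of positive control wells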
Starred values were filed as active, the others as inactive; ? = inconclusive; / = no result given; [ ] = remark or other dose.

SMILES | CFTR F508del cor | EWS-Fli inh | PAX8 inh HTS | FN deposit inh | INS-1E GSIS act | miR-122 sensor | DENV2 CPE
CC1(C)CNC(=O)c2sc(NC(=O)CN3CCOCC3)nc2C1 | / | / | -6.0 | 0.0 | 4.8 | -8.7 | /
CCOC(=O)C1CCN(c2c(Nc3ccc4c(c3)OCCO4)c(=O)c2=O)CC1 | -4.4 | 6.8 | -61.7 | 2.3 | 3.4 | 0.7 | -4.0
CCCCC1(C)OC(=O)C(=Cc2c[nH]c3ccccc23)C(=O)O1 (centres undefined) | 1.9 | -5.4 | -18.2 | 19.1 | -7.2 | / | -5.1
Cc1c(Cl)c(C(=O)NNC(=S)Nc2ccc(F)cc2)nn1C | -0.9 | -8.6 | -34.1 | 1.0 | -8.0 | -7.2 | 8.7
COc1ccc(C)cc1NC(=O)c1ccc(S(=O)(=O)N2CCCCC2)cc1 | 2.2 | -4.9 | 17.2 | -5.0 | -18.9 | 2.9 | 17.2
CCCn1c(=O)c2c(nc3n2CCCN3CCc2ccc(OC)c(OC)c2)n(C)c1=O | 0.6 | 7.8 | 7.6 | -1.2 | 10.2 | 0.9 | -5.2
COc1ccc(C(=O)NC(=S)Nc2ccc3[nH]c(=O)[nH]c3c2)c(OC)c1 | 0.7 | / | -13.9 | -4.1 | 31.9 | / | -7.9
O=[N+]([O-])c1ccccc1S(=O)c1ccccc1[N+](=O)[O-] | -1.8 | 27.4 | 40.5 | 2.2 | 3.3 | / | 32.4*
C[C@@H]1CN([C@@H](C)CO)S(=O)(=O)c2ccc(C3=CCCCC3)cc2O[C@H]1CN(C)C(=O)Nc1ccc2c(c1)OCO2 | 1.6 | 6.8 | 18.1 | / | -14.3 | 6.0[16.7 µM] | 13.0
C[C@@H]1CCCCO[C@H](CN(C)S(=O)(=O)c2cccs2)[C@H](C)CN([C@@H](C)CO)C(=O)c2cc(NS(=O)(=O)c3ccc(Cl)cc3)ccc2O1 | -1.4 | -9.6 | 22.7 | 0.2 | -22.3 | -1.1[16.7 µM] | 31.4*
CN1CCN(/N=C/c2ccc(C#N)cc2)CC1 | -1.4 | -46.3 | -49.8 | -0.4 | 1.3 | -2.3 | 3.0
O=C(CN1CCC(n2nnc3cc(C(F)(F)F)ccc32)CC1)NNC(=O)c1ccco1 | / | 0.6 | -1.6 | -14.2 | 9.4 | / | 14.3

Quoted from the listing:
For CFTR F508del cor, CCOC(=O)C1CCN(c2c(Nc3ccc4c(c3)OCCO4)c(=O)c2=O)CC1 has the entry -4.4
For CFTR F508del cor, CCCn1c(=O)c2c(nc3n2CCCN3CCc2ccc(OC)c(OC)c2)n(C)c1=O has the entry 0.6
For INS-1E GSIS act, CCCCC1(C)OC(=O)C(=Cc2c[nH]c3ccccc23)C(=O)O1 (centres undefined) has the entry -7.2

Returning to the listing; the 2 compounds before the break are reprinted first.
SMILES | CFTR F508del cor | EWS-Fli inh | PAX8 inh HTS | FN deposit inh | INS-1E GSIS act | miR-122 sensor | DENV2 CPE
CN1CCN(/N=C/c2ccc(C#N)cc2)CC1 | -1.4 | -46.3 | -49.8 | -0.4 | 1.3 | -2.3 | 3.0
O=C(CN1CCC(n2nnc3cc(C(F)(F)F)ccc32)CC1)NNC(=O)c1ccco1 | / | 0.6 | -1.6 | -14.2 | 9.4 | / | 14.3
C[C@H]1CN([C@@H](C)CO)C(=O)c2cc(NS(=O)(=O)c3ccc(Cl)cc3)ccc2O[C@H]1CN(C)C(=O)Nc1ccc2c(c1)OCO2 | 1.3 | 5.1 | / | / | -6.6 | 0.1[16.7 µM] | 3.1
COc1ccc(OCCSc2nc(N)cc(N)n2)cc1 | / | / | -97.5 | 0.7 | / | -4.5 | /
NS(=O)(=O)c1ccc(NC(=O)COC(=O)c2cccc(S(=O)(=O)N3CCCC3)c2)cc1 | 3.1 | -1.6 | 20.8 | 7.2 | 5.2 | -5.8 | /
Cc1ccc(CNS(=O)(=O)c2ccc(-c3cnc(C4CC4)o3)cc2)cc1 | 2.2 | -2.6 | 1.8 | 8.2 | 5.3 | / | -4.2
Cc1ccc(S(=O)(=O)Nc2ccc3c(c2)C(=O)N([C@H](C)CO)C[C@H](C)[C@H](CN(C)Cc2ccc(C(F)(F)F)cc2)O3)cc1 | 1.0 | 14.1 | 19.9 | -1.9 | -14.3 | -3.4[16.7 µM] | /
C=CCn1c(C)cc(C(=O)COC(=O)c2cncc(Br)c2)c1C | 0.8 | -11.7 | -249.1 | -3.0 | 14.6 | -1.9 | 0.4
CC1CC(C)CN(CCCNC(=O)CC2Oc3ccccc3NC2=O)C1 (centres undefined) | -1.4 | -2.1 | 7.6 | 4.7 | 18.0 | -3.7 | -7.8
Cc1nc(NC(=O)COc2ccc(Cl)cc2)sc1C(=O)N(C)C | / | 8.5 | -4.3 | 5.0 | 18.3 | / | 4.7
CNC[C@H]1Oc2cc(C#CC3(O)CCCC3)ccc2S(=O)(=O)N([C@@H](C)CO)C[C@@H]1C | -0.1 | -6.5 | -16.5 | 5.8 | 13.3 | 6.8[16.7 µM] | 1.4
CCOc1cc(/C=N\NC(=O)CN2CCOCC2)ccc1OCc1ccc(F)cc1 | / | / | 8.0 | 3.0 | -2.1 | / | /
COc1ccc2nc(/N=C\N(C)C)sc2c1 | / | / | -27.8 | -12.0 | / | -8.3 | /
COc1ccc(CCNC(=O)[C@@H]2c3ccccc3C(=O)N(CC34CC5CC(CC(C5)C3)C4)[C@H]2c2ccc(CO)cc2)cc1 | 1.3 | 19.1 | 3.4 | / | / | / | 7.6
COc1ccccc1C/C(N)=N/OC(=O)c1cccc([N+](=O)[O-])c1C | / | -10.1 | -10.7 | 4.8 | 7.9 | / | 14.4
Cc1cc(=O)oc2cc(NC(=O)C(C)N3C(=O)C4CCCCC4C3=O)ccc12 (centres undefined) | -3.3 | 1.7 | -0.7 | -9.8 | 4.1 | / | 6.6
OC(c1cccnc1)c1nc(-c2ccc3c(c2)OCO3)cs1 (centres undefined) | 1.6 | -38.7 | -40.8 | -8.3 | -4.9 | 1.0 | -1.5
O=C(O)c1ccc(NS(=O)(=O)c2ccc(Cl)c(C(=O)Nc3ccccc3[N+](=O)[O-])c2)cc1 | 2.2 | 14.1 | -30.5 | 7.4 | / | 2.6 | ?
COc1cccc(CNC(=O)C2CCCN(S(=O)(=O)c3cnc[nH]3)C2)c1 (centres undefined) | 0.1 | 4.9 | -4.5 | 3.5 | -3.5 | -10.2 | 4.1
CCn1c(=O)cc(SCC(=O)N2CCCCC2)c2ccccc21 | / | / | / | 1.4 | -12.8 | -2.9 | /
CCn1nc(C(=O)Nc2cccc(S(=O)(=O)N3CCCC3)c2)c2ccccc2c1=O | 1.3 | 2.9 | 15.4 | 10.2 | -5.3 | / | -9.8
COc1ccccc1CNC(=O)COC(=O)c1ccc2c(=O)n3c(nc2c1)CCCCC3 | -4.3 | -7.4 | -9.1 | -5.4 | 4.8 | -5.0 | -3.0
Cc1cc(NC(=O)CSc2ncnc3c2cnn3-c2cccc(Cl)c2)no1 | -0.9 | 3.6 | -11.8 | 14.0 | 5.9 | -7.3 | 0.7
O=C(CN1C(=O)CSCC1=O)NCc1ccc(F)cc1 | -0.1 | -3.2 | 4.2 | / | -2.1 | -17.7 | -1.0
CCc1ccc(N2CC(C(=O)OCC(=O)NNC(=O)c3ccccc3)CC2=O)cc1 (centres undefined) | 2.5 | -2.7 | -5.5 | 9.3 | 3.3 | -2.2 | ?
COC(=O)c1ccccc1Nc1cc(C)nc2nc(C)nn12 | 0.8 | 2.3 | -12.9 | 8.8 | 15.1 | 2.7 | 4.2
O=C(N/C(=C\c1ccco1)C(=O)N1CCCC(CO)C1)c1ccccc1 (centres undefined) | -1.1 | -0.1 | 18.3 | -0.8 | 7.8 | -3.8 | -5.3
Cc1ccc(-n2ncc3c2CCCC3NC(=O)c2ccccc2N2CCOCC2)cc1C (centres undefined) | 3.3 | 14.0 | / | 6.3 | -45.4 | -8.8 | -1.6
CCOc1ccc(C(=O)NCC(=O)N2CCC3CCCCC3C2)cc1OCC (centres undefined) | 4.3 | -14.4 | 6.7 | 3.5 | 3.2 | -6.9 | 4.3
CC(O)(c1ccc(F)c(F)c1)c1nc(-c2ccncc2)cs1 (centres undefined) | -1.5 | 12.2 | 26.8 | -1.0 | / | 1.4 | 0.3
CCOc1ccccc1NC(=O)CSc1nnc(-c2ccccn2)n1Cc1ccco1 | / | / | 15.0 | -0.8 | / | 3.0 | /
O=C1/C(=C/c2ccco2)CCc2ccccc21 | 1.2 | -48.9 | 33.4 | -5.7 | -4.9 | -0.3 | -3.0
C[C@@H]1CN([C@H](C)CO)S(=O)(=O)c2ccc(-c3cncnc3)cc2O[C@H]1CN(C)C(=O)c1cccc(F)c1 | 0.8 | -5.9 | -17.9 | / | 6.3 | 0.3[16.7 µM] | -4.2
COc1ccccc1CNC(=O)c1cc(-c2cccnc2)nc2ccccc12 | -3.3 | -1.9 | -13.3 | / | -4.3 | -6.9 | 9.1
CCC(=O)N(C)C[C@@H]1Oc2ncc(-c3ccccc3F)cc2C(=O)N([C@H](C)CO)C[C@@H]1C | -0.4 | -13.3 | / | 0.1 | 19.0 | 26.9[16.7 µM] | 18.6
Cc1nc(NC(=O)/C=C/c2ccccc2)sc1C(=O)NCCO | -2.3 | -15.7 | -11.9 | -6.5 | 9.5 | 0.1 | -3.6
Cc1ccccc1NC(=O)c1ccc2snnc2c1 | -3.0 | -9.3 | -17.1 | / | / | -2.9 | -2.5
CCCNC(=O)NC[C@@H]1[C@H](c2ccc(C3=CCCCC3)cc2)[C@@H](CO)N1C(C)=O | 3.8 | -1.2 | 12.4 | 0.3 | -9.9 | -7.1[16.7 µM] | -8.2
CCCCN(Cc1ccco1)C(=O)Cn1ncc2c(=O)oc3ccc(C)cc3c21 | -5.1 | 7.8 | -8.0 | 2.4 | 7.2 | 1.7 | -4.2
COc1ccc(NC(=O)Nc2ccc3c(c2)CC(=O)N([C@@H](C)CO)C[C@@H](C)[C@@H](CN(C)S(=O)(=O)c2c(C)noc2C)O3)cc1 | -0.1 | -9.9 | -32.3 | / | 0.9 | -10.6[16.7 µM] | -7.6
CC(C)CNC(=O)c1cccc(NC(=O)c2ccc3c(c2)C(=O)N(C)C3=O)c1 | -2.2 | -4.0 | 7.3 | 2.7 | 0.3 | -5.6 | -2.6
CC(C)C#Cc1ccc2c(c1)O[C@@H](CN(C)Cc1cccnc1)[C@@H](C)CN([C@H](C)CO)S2(=O)=O | 1.0 | 11.8 | -12.6 | 10.3 | -25.0 | 0.9[16.7 µM] | -7.2
Cc1nnc(SCC(=O)c2c[nH]c3ccccc23)n1C1CC1 | 0.2 | -15.7 | 7.4 | -5.2 | -2.7 | / | 0.5
COc1cccc(Nc2ncnc3ccc(Br)cc23)c1 | 0.6 | -2.7 | -7.9 | 7.6 | 4.2 | -5.0 | 4.7
C=CCn1c(SC)nc2sc3c(c2c1=O)CCc1ccccc1-3 | 0.4 | 2.1 | -3.1 | -8.1 | 1.2 | / | 1.8
COc1cccc(S(=O)(=O)N2CC3(CCN(C)CC3)c3c([nH]c4cc(OC)ccc34)[C@H]2CO)c1 | -0.1 | 2.6 | -5.3 | / | -21.3 | / | -14.2
O=C(CN1CCOCC1)N[C@@H]1CC[C@@H](CCNC(=O)Nc2cc(F)ccc2F)O[C@H]1CO | -1.4 | -4.4 | -1.6 | -25.4 | -6.4 | / | 8.0
CCCC(C(=O)NC1CCCC1)N(C(=O)c1snc(C(N)=O)c1N)c1ccc(F)cc1 (centres undefined) | 2.7 | 8.0 | 3.8 | -5.7 | 10.0 | -6.7 | -10.7
CCN(CC(=O)Nc1c(F)cccc1F)C(=O)c1cccc(-n2cnnn2)c1 | 2.6 | -2.8 | -21.9 | 3.5 | 3.3 | -3.4 | -2.6
